Screening results from PubChem.
NSD2 HMT inh: blocks human histone methyltransferase NSD2 | O96028 | NSD2 peptide methylation, AlphaScreen, 120 min | inhibition, % at 12.5 µM | hit rate 0.54% among 310,000 | AID 743445; in the data active means inhibition above about 50%
V-ATPase pH: alters yeast V-ATPase proton transport; S. cerevisiae, pHLuorin cytosolic pH fluorescence; response, % at 10 µM; hit rate 0.37% among 350,000; in the data active means response mostly above about 7.3%, no sharp cut-off; inactive means mostly below about 5.4%; further: actives read high; inactives centre near 0; some compounds called inactive have numbers as strong as hits
CAL PDZ FP-1: blocks peptide binding to human CAL PDZ domain; Q9HD26; inhibition, % at 20 µM; purified CAL PDZ, TMR-peptide fluorescence polarization, 1 h; AID 504414; hit rate 0.02% among 330,000;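 active means highest replicate inhibition of at least 40%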;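 further: plate controls were DMSO neutral control wells for no effect and unlabeled competitor peptide control wells for full effect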
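Control set: unlabelled peptide and DMSO controls / Material: purified CerCALP PDZ construct / Timing: 1 h incubation at room temperature before polarization reading / Doses: 20 µM, one dose / Detection: fluorescence polarization (mP)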
Keap1-Nrf2 PPI: inhibitors of human Keap1-Nrf2 protein-protein interaction | Q14145 | Keap1 Kelch-Nrf2 peptide fluorescence polarization, 1536-well | inhibition, % at 9.4 µM | hit rate 0.15% among 340,000; in the data active means inhibition above about 12%;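 further: human Keap1 Kelch domain with fluorescein labeled Nrf2 9mer peptide probe; 0% = neutral control wells and 100% = peptide positive control; higher means more block of Keap1 binding to Nrf2 peptide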
Arrestin-AP2 inh: human beta-arrestin and AP2 interaction inhibition; AID 504490; FITC-arrestin peptide / GST-AP2 beads, flow cytometry; AP2 beta2 appendage carries R879A mutation; inhibition, % at 10 µM; hit rate 0.31% among 340,000;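 active means inhibition above a set limit, near 3 SD of compounds lacking own fluorescence, cut at about 54% in these data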;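 further: plate controls were DMSO wells for no effect and 5 µM unlabelled arrestin peptide for full effect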
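Material – AP2 appendage R879A on GSH beads · Buffer or medium – PBS with 0.05% Tween 20 and 0.1% BSA · Probe or stimulus – fluorescein-tagged arrestin peptide at 50 nM final · Incubation – compound with beads 12 min RT, then probe 1 h RT · Detection – high-throughput flow cytometry of beads, ex 488, em 535 nm · Evaluation – percent response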
CAL PDZ FP-2: inhibitors of human CAL PDZ peptide binding | purified CAL PDZ, TMR-peptide fluorescence polarization, 1 h | AID 602252 | hit rate 0.92% among 300,000 | inhibition, % at 24.9 µM;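 active means mean inhibition of at least 30% with at least half of replicates also reaching 30%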;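 further: 0% = DMSO neutral control and 100% = excess unlabeled competitor peptide PRC23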
DAGLB inhibitor: blocks human DAGLB lipase activity | Q8NCG7 | hit rate 0.059% among 340,000 | inhibition, % at 5.17 µM | AID 504411 | HEK293T DAGLB membrane lysate, EnzChek fluorogenic substrate; in the data active means inhibition above about 34%;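 further: 0% = enzyme with vehicle and 100% = wells lacking enzyme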
Target sequence (Q8NCG7 whole entry, looked up): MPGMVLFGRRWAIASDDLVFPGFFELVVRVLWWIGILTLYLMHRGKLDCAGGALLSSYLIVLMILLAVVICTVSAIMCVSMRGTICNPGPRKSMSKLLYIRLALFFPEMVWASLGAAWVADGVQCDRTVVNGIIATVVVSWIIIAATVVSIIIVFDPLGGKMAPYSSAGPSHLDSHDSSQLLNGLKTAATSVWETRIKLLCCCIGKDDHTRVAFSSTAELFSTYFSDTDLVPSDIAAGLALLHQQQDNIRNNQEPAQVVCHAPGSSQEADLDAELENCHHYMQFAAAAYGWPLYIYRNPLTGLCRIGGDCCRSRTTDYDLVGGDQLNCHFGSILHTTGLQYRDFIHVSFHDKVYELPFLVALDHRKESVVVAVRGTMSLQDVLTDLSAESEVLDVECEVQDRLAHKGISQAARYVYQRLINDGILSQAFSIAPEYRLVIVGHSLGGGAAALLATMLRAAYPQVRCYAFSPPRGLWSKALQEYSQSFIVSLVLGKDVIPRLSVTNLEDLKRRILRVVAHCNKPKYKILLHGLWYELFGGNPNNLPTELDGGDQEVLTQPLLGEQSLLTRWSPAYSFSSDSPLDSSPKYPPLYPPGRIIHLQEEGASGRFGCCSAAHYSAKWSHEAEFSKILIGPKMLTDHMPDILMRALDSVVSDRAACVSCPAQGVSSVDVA
C-LANA FP: blocks KSHV LANA C-terminal domain binding to DNA; MBP-C-LANA/FAM-LBS DNA binding, fluorescence polarization; inhibition, % at 9 µM; hit rate 0.078% among 340,000; AID 504423;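 active means highest replicate inhibition at or above 60% at 9 µM, even if other replicates fall short; inactive means all replicates below 60% inhibition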;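 further: 0% = neutral control wells and 100% = 4 µM acridine orange control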
DSG3 Ab inh: human desmoglein-3 autoantibody binding inhibition | P32926 | DSG3-coupled beads, scFv-anti-DSG3-GFP binding, flow cytometry; active compounds read low | binding (percent of control), % at 10 µM | hit rate 0.48% among 310,000 | AID 588358;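 active means binding more than 3 SD below its plate's average and above zero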;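 further: hits lower antibody fragment binding to DSG3; some compounds called inactive have numbers as strong as hits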
Cardiac RTF inh: cardiac RTF calcium desensitization; P19429+P45379; IANBD-labeled cardiac RTF, Ca2+ fluorescence; inhibition, % at 7.15 µM; hit rate 0.12% among 340,000; AID 493244;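 active means inhibition above the mean inhibition of all tested compounds plus 3 SD, cut at about 17% in these data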;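 further: assay run at fixed EC70 calcium of 1.6 mM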
An asterisk follows results filed as active; nt = not tested or not shown. An excerpt; count on the stated rates, not on these rows.

A first look, 3 compounds:
SMILES | NSD2 HMT inh | V-ATPase pH | CAL PDZ FP-1 | Keap1-Nrf2 PPI | Arrestin-AP2 inh | CAL PDZ FP-2 | DAGLB inhibitor | C-LANA FP | DSG3 Ab inh | Cardiac RTF inh
COc1ccc(N(CC(C)C)S(=O)(=O)c2nnc(NC(=O)c3ccco3)s2)cc1 | 8 | -1 | -1.8 | 1 | 30 | -2 | 11 | 2.0 | nt | -7
Cc1ccc(-c2n[nH]c(=S)nc2-c2ccc(C)cc2)cc1 | 6 | -2 | 0.3 | -3 | -2 | -3 | -2 | 0.9 | 97 | -4
CCOC(=O)NC(=O)c1cn(-c2ccc(OC)cc2)c(=O)[nH]c1=O | -1 | -4 | -4.3 | -3 | 10 | 2 | -1 | 0.4 | 99 | -9

All compounds of this part (from the top)
SMILES | NSD2 HMT inh | V-ATPase pH | CAL PDZ FP-1 | Keap1-Nrf2 PPI | Arrestin-AP2 inh | CAL PDZ FP-2 | DAGLB inhibitor | C-LANA FP | DSG3 Ab inh | Cardiac RTF inh
COc1ccc(N(CC(C)C)S(=O)(=O)c2nnc(NC(=O)c3ccco3)s2)cc1 | 8 | -1 | -1.8 | 1 | 30 | -2 | 11 | 2.0 | nt | -7
Cc1ccc(-c2n[nH]c(=S)nc2-c2ccc(C)cc2)cc1 | 6 | -2 | 0.3 | -3 | -2 | -3 | -2 | 0.9 | 97 | -4
CCOC(=O)NC(=O)c1cn(-c2ccc(OC)cc2)c(=O)[nH]c1=O | -1 | -4 | -4.3 | -3 | 10 | 2 | -1 | 0.4 | 99 | -9
CCN(CC)c1ccc(C(=O)NNC(=O)CCc2nc3ccccc3c(=O)[nH]2)cc1 | 2 | 7 | -2.3 | -1 | -1 | -1 | 1 | 0.5 | 110 | -6
Cc1ccc(NC(=O)CSc2nc(N)c3cc4c(nc3n2)CCCC4)cc1 | 6 | -7 | -3.2 | 0 | 35 | -1 | 2 | -2.2 | 129 | -12
Cc1cccc(NC(=O)/C(=C\c2ccc([N+](=O)[O-])o2)NC(=O)c2ccc(Cl)cc2)c1 | -1 | 4 | -0.4 | 0 | 48 | 1 | 2 | -0.1 | 86 | -2
O=C(Cc1ccccc1[N+](=O)[O-])NCC1(c2cccc3c2OCO3)OCCO1 | 0 | 1 | -0.7 | 2 | 4 | -4 | -2 | -1.9 | 90 | 5
Cc1nn(S(=O)(=O)c2ccc(F)cc2)c(C)c1S(=O)(=O)N1CCCCC1 | 9 | -2 | -0.3 | 4 | -9 | 0 | 1 | 1.2 | 95 | 0
O=C(NN=Cc1cccc2ccccc12)C1CC1 | 1 | 1 | -1.7 | 3 | 5 | nt | 2 | -1.0 | 90 | 8
O=C(c1ccc2nc(N3CCOCC3)sc2c1)N1CCCC1 | nt | -2 | -0.3 | -3 | 3 | nt | 1 | -0.5 | 104 | -2
CCCOC(=O)c1ccc(Oc2cn[nH]c2-c2ccc(OCC(=O)NN)cc2O)cc1 | 1 | 0 | 5.8 | 3 | -4 | -4 | 11 | -1.3 | 92 | -2
C/C(=N/NC(=O)c1ccc(Cl)cc1Cl)c1cccnc1 | -1 | -1 | -1.2 | -3 | 9 | 0 | -2 | -3.3 | 94 | -7
O=C(CN(Cc1ccccc1)C(=O)CNS(=O)(=O)c1ccccc1)NCc1ccco1 | 13 | -1 | -1.7 | -4 | 1 | -2 | -2 | -0.6 | 96 | -12
Cc1[nH]c2ccccc2c1C(=O)CSC(=S)N(C)C1CCCCC1 | -3 | 7 | -2.8 | 2 | 2 | -2 | 1 | -1.5 | 83 | 5
CC(NC(=O)COC(=O)Cc1ccsc1)C1CC2CCC1C2 (configuration not stated) | -2 | -2 | -2.1 | -3 | -5 | nt | -2 | -0.1 | 98 | -7
CCCCNS(=O)(=O)c1ccc2nc(-c3cccnc3)cc(C(=O)NCCCOC)c2c1 | 3 | -2 | -0.3 | 2 | -6 | 1 | 2 | 0.1 | 119 | 9
c1coc(-c2nnc3sc(Cc4cccs4)nn23)c1 | 7 | -2 | -1.7 | 3 | 1 | nt | 2 | -0.3 | 93 | 3
COC(=O)c1ccc2c(=O)n(Cc3ccc(C(=O)NCCCN4CCC(C)CC4)cc3)c(=S)[nH]c2c1 | 12 | 3 | -2.7 | -7 | -53 | -7 | 0 | -0.4 | 105 | -22
CCN(CC)S(=O)(=O)c1ccc(-c2nnc(SCC(C)=O)o2)cc1 | 0 | -3 | -1.1 | 0 | 36 | 5 | 1 | 0.5 | 101 | -2
COc1ccc(C(=O)Nc2ccc(Cl)cn2)cc1S(=O)(=O)N1CCCC1 | 2 | 2 | -0.8 | 1 | 29 | 0 | -1 | -0.2 | 98 | -3
COc1ccc(/C=N/NC(=O)COc2cccc3ccccc23)c(C(=O)O)c1OC | 8 | 0 | -0.7 | -4 | -4 | nt | 1 | 1.0 | 107 | -17
O=C1CC(c2ccccc2)CC2=C1CN(C1CCCCC1)CN2 (configuration not stated) | 2 | 0 | -1.2 | 2 | 9 | 1 | 0 | -3.3 | 97 | -3
O=C(NC1CCCN(Cc2ccc(Cl)cc2)C1)c1ccccc1C(F)(F)F (configuration not stated) | 0 | -1 | -0.1 | -6 | 16 | -5 | -1 | -0.6 | 103 | -6
Cc1ccc(NC(=O)c2ccccc2OCC(=O)c2ccccc2)cc1 | 0 | 8 | -1.0 | 0 | -2 | -4 | -8 | -1.5 | 100 | -16
CC(C)COP(=O)(OCC(C)C)C(Nc1ccccc1)c1ccccc1 (configuration not stated) | -2 | -10 | -0.4 | 1 | -17 | 10 | -6 | 1.8 | 119 | -5
CN(CC(=O)Nc1ccc(F)cc1[N+](=O)[O-])C1CCS(=O)(=O)C1 (configuration not stated) | -4 | -4 | 0.2 | -4 | -16 | -1 | 1 | -0.4 | 104 | -4
O=C(CSc1ccc(-c2ccc(F)cc2)nn1)NCC1CCCO1 (configuration not stated) | -3 | -1 | -2.3 | -3 | 8 | -4 | -5 | -6.4 | 101 | -1
CCS(=O)(=O)c1nc(S(=O)(=O)c2ccc(Cl)cc2)c(N2CCC(O)CC2)s1 | -5 | 5 | -0.2 | -1 | 0 | -3 | -1 | -1.1 | 102 | 3
CCOC(=O)c1[nH]c(C)c(/C(O)=C2\C(=O)C(=O)N(CCN(C)C)C2c2ccc(C)o2)c1C (configuration not stated) | 6 | -1 | -0.4 | -4 | 29 | -2 | -2 | 0.3 | 102 | -1
CCN(CC)CCn1c2c(c(SCC(=O)Nc3ccc4c(c3)OCCO4)nc1=O)CCCC2 | nt | 7 | -3.2 | -3 | -8 | -1 | 1 | -1.2 | 99 | -11
COC(=O)[C@@]12CCCN1[C@H](c1ccc(-c3ccc(Cl)c(Cl)c3)cc1)[C@H]1C(=O)N(C)C(=O)[C@H]12 | nt | 0 | -1.4 | -9 | 14 | -5 | -2 | 0.3 | 111 | -5
Cc1cccc(C)c1OCC1CNC(=O)O1 (configuration not stated) | -2 | -5 | -3.8 | -4 | -11 | -1 | -1 | -0.6 | 102 | 2
COc1cc(CNC(C)C)ccc1OCC(=O)Nc1cccc2ccccc12 | 34 | -4 | -1.8 | -4 | -15 | -2 | -2 | -1.2 | 128 | 0
CC(=O)Nc1cc(-c2nn(C)c(=O)c3ccccc23)ccc1N1CCCCC1 | nt | -6 | -0.7 | 0 | 4 | -4 | 2 | -0.4 | 91 | 0
Cc1ccc(NC(=O)NNC(=O)c2cccs2)cc1 | 5 | 0 | 0.2 | -5 | 13 | -5 | 0 | 0.6 | 93 | 1
Cc1ccc2sc(NC(=O)C3CC3)nc2c1C | -4 | 0 | -3.8 | -2 | -15 | -2 | -9 | 1.5 | nt | -8
CC(CNC(=O)CN1C(=O)CCSc2ccccc21)c1ccccc1 (configuration not stated) | 0 | 2 | -1.6 | 0 | -1 | -1 | -3 | -1.4 | 105 | -7
CC(=O)c1cccc(NC(=S)N2CCN(S(C)(=O)=O)CC2)c1 | -7 | 2 | -1.9 | -3 | 4 | 2 | 1 | -0.7 | 99 | -10
O=C1c2ccccc2C(=O)c2c1ccc(O)c2O | nt | 1 | 0.6 | 13* | 1 | 1 | 29 | 22 | nt | -16
COc1ccc2c(c1)[nH]c1c(=O)n(Cc3ccccn3)cnc12 | 0 | 9 | 0.8 | 0 | -2 | -4 | 0 | -0.8 | 100 | -4
CC(C)[C@@H](C(=O)NCC1CCCO1)N1C(=O)N2CCc3c([nH]c4ccccc34)[C@@]2(C)C1=O (some centres not stated) | nt | 0 | 0.3 | -5 | 4 | -2 | -1 | -0.2 | 103 | 1
CCC(C(N)=O)N1C(=O)C2C3CCC(C3)C2C1=O (configuration not stated) | -5 | 7 | nt | nt | nt | nt | 3 | nt | 102 | nt
Cn1c(=O)oc2cc(S(=O)(=O)NCCC(=O)N3CCc4ccccc43)ccc21 | 0 | 0 | -1.8 | 4 | -1 | nt | 2 | -0.6 | 107 | -10
COCCn1c(=O)[nH]c2cc(C(=O)N3CCN(c4ccccc4)CC3)ccc2c1=O | nt | -3 | -1.8 | 1 | 7 | -5 | 0 | 1.3 | 103 | 7
Cc1ccc(S(=O)(=O)Nc2nc(C)c(C(=O)NNS(=O)(=O)c3cc(C)ccc3C)s2)cc1 | 15 | -2 | -0.3 | -1 | 33 | -2 | 2 | -1.6 | 95 | 0
Cc1ccc(Cn2cc(S(=O)(=O)c3ccc(C(C)C)cc3)c(=O)c3cc4c(cc32)OCO4)cc1 | -2 | -1 | -0.5 | -3 | 15 | 1 | 0 | -1.9 | nt | -1
O=C(c1ccco1)N1N=C(c2ccco2)CC1c1ccc(Cl)cc1Cl (configuration not stated) | -1 | -1 | -2.3 | -5 | 4 | -5 | 4 | 0.3 | 105 | -4

An excerpt from above in order of the C-LANA FP value, ascending.
mol	NSD2 HMT inh	V-ATPase pH	CAL PDZ FP-1	Keap1-Nrf2 PPI	Arrestin-AP2 inh	CAL PDZ FP-2	DAGLB inhibitor	C-LANA FP	DSG3 Ab inh
Cc1ccc(Cn2cc(S(=O)(=O)c3ccc(C(C)C)cc3)c(=O)c3cc4c(cc32)OCO4)cc1	-2	-1	-0.5	-3	15	1	0	-1.9	nt
Cc1ccc(S(=O)(=O)Nc2nc(C)c(C(=O)NNS(=O)(=O)c3cc(C)ccc3C)s2)cc1	15	-2	-0.3	-1	33	-2	2	-1.6	95
Cn1c(=O)oc2cc(S(=O)(=O)NCCC(=O)N3CCc4ccccc43)ccc21	0	0	-1.8	4	-1	nt	2	-0.6	107
CC(C)[C@@H](C(=O)NCC1CCCO1)N1C(=O)N2CCc3c([nH]c4ccccc34)[C@@]2(C)C1=O (some centres not stated)	nt	0	0.3	-5	4	-2	-1	-0.2	103
O=C(c1ccco1)N1N=C(c2ccco2)CC1c1ccc(Cl)cc1Cl (configuration not stated)	-1	-1	-2.3	-5	4	-5	4	0.3	105
COCCn1c(=O)[nH]c2cc(C(=O)N3CCN(c4ccccc4)CC3)ccc2c1=O	nt	-3	-1.8	1	7	-5	0	1.3	103
